MCL1-BIM inh = MCL1-BIM-BH3 interaction inhibition (human). GST-MCL1 / FITC-Bim-BH3 fluorescence polarization. inhibition, % at 10.9 µM. actives 0.68% (n = 320,000);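 active = inhibition above the mean inhibition of all tested compounds plus 3 SD, set per campaign, cut at about 40% in these data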;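 note: 0% = DMSO wells and 100% = unlabeled Bim-BH3 peptide control; higher means more loss of mP so more displacement of Bim peptide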
Target sequence (Q07820 whole entry, looked up): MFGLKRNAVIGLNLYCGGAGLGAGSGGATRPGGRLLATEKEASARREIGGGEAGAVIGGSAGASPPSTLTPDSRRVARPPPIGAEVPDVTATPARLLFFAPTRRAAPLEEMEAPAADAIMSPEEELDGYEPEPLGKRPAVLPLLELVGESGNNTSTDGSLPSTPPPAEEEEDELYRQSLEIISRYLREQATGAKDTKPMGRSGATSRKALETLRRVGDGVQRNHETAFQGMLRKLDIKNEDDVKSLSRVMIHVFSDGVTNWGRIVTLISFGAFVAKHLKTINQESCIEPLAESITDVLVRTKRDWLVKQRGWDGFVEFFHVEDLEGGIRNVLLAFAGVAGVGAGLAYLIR
EBNA-1 inhibitor = blocks EBNA-1 binding to DNA. EBNA-1 DNA binding, fluorescence polarization. inhibition, % at 14.8 µM. actives 0.34% (n = 300,000). AID 1950; in the data active = inhibition above about 28%
MEX-5 binding = C. elegans MEX-5 TCR-2 RNA binding activity | AID 1832 | Q9XUB2 | activity score (negative = inhibition of binding), % at 10 µM | MEX-5/FITC-TCR2 RNA binding, fluorescence polarization; stronger effect = lower value | actives 0.38% (n = 300,000);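 active = inhibition past about -25% in most replicates, and total fluorescence under double the plate's negative control median, limit read from the data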;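 note: 0% = DMSO and -100% = 5 µM competing unlabeled TCR2 RNA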
Target sequence (Q9XUB2 whole entry, looked up): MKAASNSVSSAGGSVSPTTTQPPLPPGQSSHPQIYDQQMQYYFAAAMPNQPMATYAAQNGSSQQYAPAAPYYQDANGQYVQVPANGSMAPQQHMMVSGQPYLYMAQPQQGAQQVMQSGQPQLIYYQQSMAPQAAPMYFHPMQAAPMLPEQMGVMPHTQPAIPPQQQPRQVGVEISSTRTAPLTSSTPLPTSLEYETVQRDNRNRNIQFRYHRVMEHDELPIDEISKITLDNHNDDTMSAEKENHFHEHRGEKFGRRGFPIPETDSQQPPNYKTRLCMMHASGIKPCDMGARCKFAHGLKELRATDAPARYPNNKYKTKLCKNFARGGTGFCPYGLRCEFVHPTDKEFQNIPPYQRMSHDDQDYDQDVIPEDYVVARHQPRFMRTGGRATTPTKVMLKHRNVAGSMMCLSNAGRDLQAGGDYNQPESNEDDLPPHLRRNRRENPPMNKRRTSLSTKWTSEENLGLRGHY
Yeast superoxide = caloric restriction mimetics inhibiting age-related superoxide in yeast | S. cerevisiae aged cells, superoxide DHE fluorescence; stronger effect = lower value | superoxide response (% of plate mean), % at 10 µM | actives 0.18% (n = 330,000) | AID 2690;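 active = superoxide response under a set limit, about three screen SD below normal, cut at about 65% in these data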;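 note: yeast aged for seven days with compound at 30 °C before DHE staining; 100% = average MFI of all compound-treated wells on the plate with controls excluded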
BCLXL inh = blocks human Bcl-xL binding to Bim BH3 peptide; AID 2129; GST-Bcl-xL / FITC-Bim BH3 peptide fluorescence polarization; actives 0.7% (n = 320,000); inhibition, % at 10.9 µM;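 active = inhibition above the mean of all tested compounds plus 3 SD, cutoff set per campaign, cut at about 30% in these data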;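 note: 0% = DMSO wells and 100% = unlabeled Bim-BH3 peptide competitor; inhibitors lower millipolarization by displacing the labeled peptide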
Fam108B inh = counter-screen for RBBP9 inhibitors: inhibitors of mouse Fam108B; recombinant Fam108B, FP-Rh probe fluorescence polarization; inhibition, % at 9.51 µM; actives 0.33% (n = 300,000);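 active = inhibition above the screen mean inhibition plus 3 SD, computed separately per campaign, cut at about 18% in these data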;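 note: inhibitors lower polarization as less probe binds the enzyme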
Efflux pump mplx = blocks antifungal efflux pumps in multiplex yeast assay; S. cerevisiae Candida pump triplex, Nile Red efflux; inhibition, % at 10 µM; actives 0.44% (n = 330,000); AID 485275;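 active = plate passing quality check with inhibition over a set limit, or well fluorescence over plate mean plus 4 SD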;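 note: Nile Red retained in pooled yeast measured as flow cytometry median fluorescence; 0% = buffer negative control and 100% = Enniatin B positive control; higher means more Nile Red kept so more efflux inhibition; some compounds called inactive have numbers as strong as hits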
GLD-1 RNA inh = GLD-1-TGE RNA interaction inhibition (C. elegans). purified GLD-1 + fluorescein TGE RNA, fluorescence polarization. inhibition, % at 5.96 µM. actives 0.44% (n = 320,000);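 active = percent inhibition above a per-plate cutoff, the plate mean of test compounds plus 3 SD, cut at about 30% in these data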;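 note: 0% = DMSO wells with GLD-1 and probe and 100% = wells lacking GLD-1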
ZTA DNA inh = counter-screen for EBNA-1 inhibitors: inhibitors of Epstein-Barr virus ZTA | AID 2234 | actives 0.15% (n = 320,000) | inhibition, % at 11 µM | ZTA-DNA binding, fluorescence polarization | P03206; in the data active = inhibition above about 33%
Target sequence (P03206 whole entry, looked up): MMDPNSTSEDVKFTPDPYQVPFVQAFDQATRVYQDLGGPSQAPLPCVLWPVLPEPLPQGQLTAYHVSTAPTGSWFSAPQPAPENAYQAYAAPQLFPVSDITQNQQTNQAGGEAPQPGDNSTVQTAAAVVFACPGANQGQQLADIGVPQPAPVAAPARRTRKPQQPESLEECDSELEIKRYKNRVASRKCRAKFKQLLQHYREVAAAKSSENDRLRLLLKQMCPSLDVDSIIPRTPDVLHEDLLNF
* = called active by the depositor; / = no result given; + = active, no number.

SMILES | MCL1-BIM inh | EBNA-1 inhibitor | MEX-5 binding | Yeast superoxide | BCLXL inh | Fam108B inh | Efflux pump mplx | GLD-1 RNA inh | ZTA DNA inh
Cc1ccc(C)c(S(=O)(=O)N2CCN(C(=O)c3ccnn3C)CC2)c1 | 0 | 0 | 1.9 | 95 | 6 | 4 | -0.1 | 0 | -16
COc1ccc(S(=O)(=O)Nc2ccc(N3CCOCC3)nc2)cc1 | 11 | 10 | -1.9 | 111 | 8 | 4 | 0.3 | 9 | 3
Cc1ccc(-c2csc(NC(=O)CCNC(=O)c3ccco3)n2)cc1 | -2 | -4 | 2.3 | 106 | 1 | -3 | -0.1 | 1 | 6
Cc1nnc(SCc2cc(=O)[nH]c(N3CCN(Cc4ccccc4)CC3)n2)s1 | 0 | 8 | -0.2 | 93 | 3 | 11 | 0.1 | -1 | 3
Cc1ccc(N2C(=O)CC(Sc3nc(C)cc(C)n3)C2=O)cc1 (stereo not drawn) | 10 | 4 | 5.3 | 97 | 3 | 2 | -0.1 | -4 | -9
CCC(c1nnnn1Cc1ccc(F)cc1)N(CCCO)Cc1cc2cc3c(cc2[nH]c1=O)OCO3 (stereo not drawn) | 5 | -3 | -0.4 | 100 | 4 | -3 | 0.0 | 5 | -8
Cc1ccc(C(c2nnnn2C2CCCC2)N2CCN3CCCC3C2)cc1 (stereo not drawn) | 7 | 5 | -0.3 | 103 | 6 | -2 | 0.0 | -8 | -3
COc1ccc(Cl)cc1Nc1nc(-c2sc(NC(=O)C(C)(C)C)nc2C)cs1 | -16 | 5 | 1.9 | 106 | -6 | 10 | 0.3 | -4 | 3
CCCc1cc(C(=O)OCC(=O)N2CCN(c3ccc(OC)cc3)CC2)sc1C | 6 | / | / | 93 | 6 | / | 0.0 | 2 | 6
Cc1cc(N/N=C/c2ccc(O)c(C)c2O)nc(-c2ccccc2O)n1 | 4 | 0 | 0.2 | 83 | 6 | 43* | -0.4 | 10 | -6
O=[N+]([O-])c1ccc(-c2ccc(/C=N/Nc3nc(N4CCCC4)nc(N4CCCC4)n3)o2)cc1 | -48 | 8 | -2.8 | 97 | -32 | -2 | 0.0 | -6 | 11
O=c1[nH]cccc1-c1nc2ccccc2n1Cc1ccccc1F | 9 | -5 | -1.1 | 103 | 5 | 1 | -0.2 | -3 | 4
CC1CCC(C(C)C)C(OCC(O)CN2CCN(Cc3ccccc3)CC2)C1 (stereo not drawn) | -9 | -15 | 4.4 | 96 | -4 | -3 | 0.7 | -1 | -13
CN(C)c1ccc(NC(=O)CC2NCCNC2=O)cc1 (stereo not drawn) | 7 | -4 | 0.0 | 102 | 8 | 4 | -0.1 | 3 | -21
CCCOc1ccc(C(=O)CCNC(Cc2c[nH]c3ccccc23)C(=O)O)cc1 (stereo not drawn) | 20 | 4 | 1.8 | 108 | 4 | -1 | -0.1 | -1 | 5
CCN(CC)S(=O)(=O)c1cccc(C(=O)N/N=C(\C)c2cccs2)c1 | 2 | -8 | / | 95 | 3 | -2 | 0.1 | 4 | 0
CCn1ccnc1CN(C)Cc1nc(Cc2cccc(C(F)(F)F)c2)no1 | -2 | 1 | -0.4 | 108 | 2 | -3 | 0.1 | -1 | 17
Cc1n[nH]c(=O)n1-c1ccc(OC(F)(F)F)cc1 | -1 | 0 | 0.1 | 99 | 0 | -1 | 0.0 | 1 | 3
O=C(Cc1cccs1)N=Nc1c(O)[nH]c2ccccc12 | 8 | -1 | -0.7 | 121 | 6 | 3 | -0.3 | 0 | -9
CC1CN(c2ccc([N+](=O)[O-])cc2C(=O)N2CCOCC2)CC(C)N1 (stereo not drawn) | -5 | -1 | 1.5 | 102 | 2 | -1 | -0.3 | 0 | 4
Cc1cc(NC(=O)C(C)SCC(=O)Nc2ccc(SC(F)F)cc2)no1 (stereo not drawn) | -1 | -5 | 3.1 | 112 | 1 | 4 | -0.1 | -3 | 3
O=C(NCc1ccco1)C1(S(=O)(=O)c2ccccc2)CC=CC1 | 7 | 5 | -0.1 | 104 | 2 | 1 | 0.1 | 4 | -3
CN1CCN(CCCNC(=O)c2nnc(Cc3c(F)cccc3Cl)o2)CC1 | 6 | -2 | -2.9 | 109 | 2 | -3 | 0.3 | -1 | 6
Cc1ccc2nc(-c3ccc(F)cc3)nc(SCC(=O)NCC3CCCO3)c2c1 (stereo not drawn) | 5 | 4 | -0.9 | 110 | 2 | -2 | -0.1 | -2 | 4
COC(=O)/C=C1/C(=O)N/C(=N\c2nc(C)cc(C)n2)N1c1ccc(OC)cc1 | 9 | 3 | -2.1 | 106 | 7 | -1 | 0.1 | 5 | 13
Cc1ccc(OCC(=O)N(Cc2cccs2)C2CCS(=O)(=O)C2)cc1 (stereo not drawn) | 0 | -6 | -1.3 | 122 | 1 | 0 | 0.2 | -1 | 0
CC(C)c1ccc[n+](-c2nc([O-])sc2C=O)c1 | 3 | 5 | -3.9 | 109 | 8 | 3 | -0.1 | 3 | -12
O=C(Nc1ccc(S(=O)(=O)NCc2ccco2)cc1)C1CCCCC1 | 5 | -16 | -0.1 | 114 | 5 | 4 | 0.4 | 2 | 3
CCS(=O)(=O)N1CCN(C(=O)CC(C)C)CC1 | 9 | -9 | -1.8 | 91 | 3 | 6 | -0.1 | -3 | 17
O=S(=O)(NCc1cccnc1)c1ccc2c(c1)OCCO2 | 2 | 10 | 2.1 | 102 | 1 | -3 | -0.1 | -4 | 1
CN1CCN(NC(=O)Nc2ccc([N+](=O)[O-])cc2)CC1 | -4 | 4 | -2.3 | 92 | 5 | 1 | 0.2 | -7 | -13
O=C(NNS(=O)(=O)c1ccccc1[N+](=O)[O-])c1ccccc1[N+](=O)[O-] | 7 | -7 | 0.7 | 111 | 4 | 0 | 0.1 | 3 | 17
NS(=O)(=O)c1cc(C(=O)OCC(=O)NNC(=O)c2ccccc2)ccc1Cl | 3 | 1 | 2.6 | 96 | 0 | 0 | 0.0 | 6 | -9
O=[N+]([O-])c1ccc(N(CC2CO2)S(=O)(=O)c2ccccc2)cc1 (stereo not drawn) | 11 | -5 | -0.8 | 110 | 0 | 1 | 0.0 | -6 | 1
Oc1ccc(-c2nc(-c3ccc(O)c(O)c3)cs2)cc1 | 24 | 5 | -68* | 104 | 18 | -1 | 0.0 | -2 | 11
COc1ccc(CNc2ccc3c(c2)nc(C)n3C)cc1OC | 0 | 2 | 0.5 | 97 | 0 | 0 | -0.2 | -2 | 17
COCCCNCCOCCOc1ccc(C)cc1Br | 3 | -4 | -4.3 | 112 | 6 | 1 | -0.6 | 2 | -22
NC1=CC(=O)c2cccc3cccc1c23 | + | -8 | -28* | 100 | 175* | 13 | 0.2 | 118* | -8
CC(=O)c1ccc(C(=O)Nc2sc3c(c2C(N)=O)CCN(Cc2ccccc2)C3)cc1 | -75 | -3 | -37* | 93 | -43 | -6 | 0.3 | -152 | 14
Oc1ccc2ccccc2c1/C=N/Nc1ccccc1 | 2 | -6 | 0.9 | 98 | 9 | 9 | -0.1 | 4 | 2
COc1cccc(NS(=O)(=O)c2cc(C)sc2C)c1 | 4 | -5 | -1.2 | 110 | -1 | -1 | 0.0 | -6 | 4
Clc1ccccc1CSc1nnc(/C=C/c2ccccc2)o1 | -1 | -8 | 0.5 | 125 | 0 | -8 | 0.1 | 2 | 0
COc1cc(/C=C/C(=O)NCc2ccccn2)cc(OC)c1OC | 7 | 2 | -1.9 | 98 | 4 | 0 | 0.1 | 1 | -5
Cc1cccc(OCC(=O)N2CCc3ccccc3C2)c1 | 8 | -3 | -6.1 | 100 | 5 | 5 | 0.1 | 8 | 4
Cc1[nH]n(-c2cccc(Cl)c2)c(=O)c1C=NC12CN3CN(CN(C3)C1)C2 | -9 | -1 | 3.8 | 107 | 4 | -1 | 0.0 | -5 | 8
CC(C)CCCN1C(N(C)C)=NC[C@@H]1C | 2 | 6 | / | 102 | 6 | 0 | -0.1 | -2 | -1
CCNc1c(NS(=O)(=O)c2ccc(Cl)s2)c(=O)oc2ccccc12 | -3 | -6 | 0.7 | 100 | 1 | 1 | 0.1 | -1 | -5
COc1cccc(OC)c1C(=O)Nc1ccc(CN2CCCCC2)cc1 | 3 | -5 | -0.1 | 86 | 2 | 3 | -0.1 | 6 | 4
CC(=O)N(C(C)=O)c1ccc2nc(C)[nH]c(=O)c2c1 | 7 | 1 | -0.8 | 102 | 5 | -1 | 0.0 | -2 | -1
COc1ccccc1/C=C/C=N/n1c(C)nnc1C | -2 | -13 | -1.2 | 93 | -2 | 1 | 0.0 | 2 | 8
Continued.
SMILES | MCL1-BIM inh | EBNA-1 inhibitor | MEX-5 binding | Yeast superoxide | BCLXL inh | Fam108B inh | Efflux pump mplx | GLD-1 RNA inh | ZTA DNA inh
COc1ccc(OC)c(NC(=O)CSc2nnc(C)n2Cc2ccccc2)c1 | 2 | 6 | 1.5 | 95 | 4 | -1 | 0.0 | -4 | 6
Cc1ccc(-c2cc(=O)c3ccc(F)cc3[nH]2)cc1 | 8 | 0 | 1.7 | 93 | 2 | 0 | 0.0 | 5 | 3
CCC(=O)N(CC)c1nc(-c2cc(OC)ccc2OC)cs1 | -1 | 13 | 0.2 | 103 | 5 | 2 | 0.0 | 4 | -2
CCN(C(=O)CCNC(=O)Cn1cnc2ccccc2c1=O)c1cccc(Cl)c1 | 0 | 2 | -0.1 | 100 | 6 | 0 | 0.0 | -2 | -1
Cc1sc(N/N=C/c2cccs2)nc1-c1ccccc1 | 1 | 0 | 0.7 | 91 | 3 | 2 | -0.2 | 0 | -1
Cc1cc(C(=O)NC(C)C)on1 | 2 | -4 | 1.1 | 102 | 7 | -2 | 0.1 | -2 | 9
O=C(N=Nc1c(O)n(C2OC(=O)c3ccccc32)c2ccccc12)c1ccc(O)cc1 (stereo not drawn) | 2 | -7 | 4.2 | 84 | 3 | -32 | 0.1 | 5 | 2
CCc1cc2c(SCC(=O)NC(=O)c3cccn3C)ncnc2s1 | 3 | -9 | 0.0 | 121 | 4 | -2 | 0.3 | 1 | -14
Cc1nc([N+](=O)[O-])c(Br)n1CC(=O)c1ccccc1 | -12 | 2 | 3.0 | 109 | -4 | 2 | 0.1 | 2 | 21
Cc1ccc(-n2nc(C)cc2N)c(C)c1 | -6 | -3 | -2.3 | 95 | -3 | 6 | -0.2 | 1 | -8

Entries shown so far with bromine:
SMILES | MCL1-BIM inh | EBNA-1 inhibitor | MEX-5 binding | Yeast superoxide | BCLXL inh | Fam108B inh | Efflux pump mplx | GLD-1 RNA inh | ZTA DNA inh
COCCCNCCOCCOc1ccc(C)cc1Br | 3 | -4 | -4.3 | 112 | 6 | 1 | -0.6 | 2 | -22
Cc1nc([N+](=O)[O-])c(Br)n1CC(=O)c1ccccc1 | -12 | 2 | 3.0 | 109 | -4 | 2 | 0.1 | 2 | 21

(next part)
SMILES | MCL1-BIM inh | EBNA-1 inhibitor | MEX-5 binding | Yeast superoxide | BCLXL inh | Fam108B inh | Efflux pump mplx | GLD-1 RNA inh | ZTA DNA inh
COc1ccc(NC(=O)CN(C)C(=O)c2c(C)nn(Cc3ccccc3)c2C)cc1 | -5 | -3 | 1.8 | 110 | 4 | -3 | 0.1 | -5 | 6
O=C(COC(=O)CNC(=O)c1ccc(Br)o1)Nc1ccc2c(c1)OCCO2 | -11 | -2 | 3.2 | 85 | -3 | 0 | -0.1 | -4 | 16
CC1(C)CC(=O)C2=C(C1)Nc1ccccc1NC2c1nc2ccccc2[nH]1 (stereo not drawn) | 7 | 8 | -1.6 | 100 | 7 | -3 | 0.0 | 2 | 13
O=C1N/C(=C\c2ccsc2)C(=O)N1Cc1ccc(F)cc1 | -2 | 12 | -0.1 | 111 | 0 | -2 | 0.0 | 7 | 5

Screening data deposited in PubChem BioAssay by several laboratories.
